Bioassay records as filed in PubChem.
SIAH1 antagonists: Siah-1 peptide-binding antagonists, primary screen, biochemical, fluorescence polarization, rhodamine-plectin, uHTS (AID 1817). Siah-1 / rhodamine-plectin peptide fluorescence polarization; higher % means a stronger effect. displacement, % at 20 µM, or IC50 in µM where a hit was titrated. 290,000 compounds, 0.02% hits;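 active = displacement of at least 50% at 20 µM, with a fluorescence ratio check between 0.3 and a set limit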;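 also: plate controls were Siah plus tracer with DMSO for no effect and tracer alone without Siah for full effect; strong numbers were not always called active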
LYP phosphatase: inhibitors of LYP phosphatase, biochemical, fluorescence intensity, uHTS (AID 1779). recombinant LYP phosphatase, fluorescence intensity; higher % means a stronger effect. inhibition, % at 11.5 µM, or IC50 in µM where a hit was titrated. 290,000 compounds, 0.054% hits;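 also: plate controls were vehicle with enzyme for no effect and no enzyme for full effect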
Myeloid diff MLP: myeloid differentiation induction | ER-HoxA9 myeloid progenitors, lysozyme-GFP differentiation, flow cytometry | calls only at 10 µM | 360,000 compounds, 1% hits;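 active = normalized GFP-positive differentiation at or above the plate's own cutoff, the solvent-only control mean plus 3 SD; inconclusive = no clear call, values can overlap the other calls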;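 also: cells exposed to compound for four days before flow analysis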
NS5 inhibitors: flavivirus cap methylation enzyme inhibition – biochemical, confirmation dose response, primary screen (AID 588689) | Dengue-2 NS5 methyltransferase capping enzyme assay, biochemical; higher % means a stronger effect | one-dose inhibition, % at 25 µM; IC50 in µM for titrated hits | 340,000 compounds, 0.3% hits; in the data active = a potency from the dose series; inconclusive = inhibition above about 29% without an active follow-up result
AID2073: disruptors of CaV2.2 binding to Mint1 – biochemical, HTRF (AID 2073) | one-dose inhibition, % at 20 µM; IC50 in µM for titrated hits | 290,000 compounds, 0.19% hits | HTRF protein-protein interaction, Mint1-CaV2.2; higher % means a stronger effect; in the data active = inhibition mostly above about 51%, no sharp cut-off; inconclusive = no clear call, values can overlap the other calls; inactive = mostly below about 53%; also: some results filed as inactive read as strong as hits
HIV fusion peptide: cell-free HIV fusion peptide-binding blockers – biochemical, uHTS, fluorescence dequenching, primary screen (AID 1986); cell-free peptide binding, fluorescence dequenching, 30 min; higher % means a stronger effect; one-dose inhibition, % at 20 µM; IC50 in µM for titrated hits; 290,000 compounds, 0.3% hits; in the data active = inhibition mostly above about 52%, no sharp cut-off; inactive = mostly below about 76%; also: some results filed as inactive read as strong as hits
XIAP displacement: XIAP antagonists, biochemical, IAP family, fluorescence polarization (AID 1018); XIAP BIR domain, fluorescence polarization peptide displacement; higher % means a stronger effect; one-dose displacement, % at 20 µM; IC50 in µM for titrated hits; 200,000 compounds, 0.007% hits; in the data active = displacement above about 50%; also: a part of the inactive calls stands beside numbers as strong as those of hits
Lipid droplet: hepatic lipid droplet formation modulation; AML12 mouse hepatocytes, oleate lipid droplets, BODIPY imaging; inhibition, % at 6.5 µM; 240,000 compounds, 0.4% hits; AID 1656;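 active = lipid droplet intensity inhibited by at least 50%, with more than 500 cells counted; inconclusive = wells with under 300 cells, treated as cytotoxic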
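System: AML12 hepatocytes (mouse). Probe or stimulus: oleic acid at 100 µM to induce lipid droplet formation. Times: overnight treatment with compound plus oleate. Detection: Image-based BODIPY and DAPI two-channel analysis. Evaluation: percent inhibition of filter-corrected integrated lipid droplet intensity per well.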
NOD2 inhibition: NOD2 signaling inhibitors, cell-based, luminescence, uHTS, HEK293 (AID 1566); HEK293 NOD2/NF-kB luciferase reporter, luminescence; higher % means a stronger effect; one-dose inhibition, % at 4 µM; EC50 in µM for titrated hits; 290,000 compounds, 0.63% hits; also: many of its hits are not listed in these tables
Lipid droplet cells 6.5 µM: recorded beside Lipid droplet, whose call it bears; cell count; measured here: cell count, cytotoxicity flag;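 cells counted across two imaged fields per well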
NS5 inhibitors pilot replicate: recorded beside NS5 inhibitors, whose call it bears; inhibition, %; measured here: pilot screen replicate inhibition
Myeloid diff MLP GFP+ MAC1+ %: second read-out of Myeloid diff MLP, no call of its own (marks repeat the call); GFP+ MAC1+ double positive, %; measured here: differentiation confirmed by MAC1 staining
Numbers without * were called inactive; i = inactive; ? = inconclusive; / = not tested or not shown. Rule as the data show it, unless noted: active = inhibition above about 50%; inactive = the rest. An excerpt; count on the stated rates, not on these rows.

SMILES	SIAH1 antagonists	LYP phosphatase	Myeloid diff MLP	Myeloid diff MLP GFP+ MAC1+ %	NS5 inhibitors	AID2073	HIV fusion peptide	XIAP displacement	Lipid droplet	Lipid droplet cells 6.5 µM	NOD2 inhibition	others
Cc1nn(C)cc1-c1n[nH]c(=S)n1-c1ccc(Cl)cc1	4%	-4%	i	0.3	-1%	-26%	-1.2%	0.3%	/	/	2%
CCOC(=O)N1CCN(S(=O)(=O)c2cn(C)c(=O)n(C)c2=O)CC1	-1%	-11%	i	1.6	-1%	10%	0.3%	/	1	854	-4%
CCC(NC(=O)c1ccccc1O)c1ccccc1 (centres undefined)	-3%	-5%	i	5.5	-4%	2%	1.0%	-1.0%	2	776	18%
COc1ccc(CCNC(=O)CNS(=O)(=O)c2cccs2)cc1OC	10%	-9%	i	1.7	-8%	2%	0.0%	-22%	1	796	17%
O=C(OCc1ccccc1)c1cccnc1Cl	-1%	-1%	i	0.3	-1%	-7%	-1.4%	-4.7%	-25	696	10%
CC1CCN(C(=O)CSc2nnc(Cc3cccn3C)n2CCc2ccccc2)CC1	4%	-6%	?	/	-4%	1%	1.4%	-2.5%	-16	683	4%
S=c1[nH]nc(CCc2ccccc2)n1-c1ccccc1	0%	-7%	i	1.6	-9%	6%	-3.3%	-3.0%	-14	629	7%
O=C(NCc1cccs1)c1ccccc1F	2%	-10%	i	0.9	3%	0%	0.4%	-3.9%	10	724	12%
COCc1cc(C)n(CC(=O)Nc2ccc(Cl)cc2Cl)c(=O)c1C#N	-4%	-5%	i	3.6	-6%	2%	-2.2%	-4.3%	9	757	8%
COc1ccc(C2=NN(S(C)(=O)=O)C(c3cccs3)C2)cc1OC (centres undefined)	6%	-4%	/	/	4%	18%	-0.8%	-1.9%	1	713	-38%
CC12CN3CC(C)(CN(C1)C3c1ccc3c(c1)OCO3)C2=O (centres undefined)	0%	-4%	/	/	-3%	-1%	-0.3%	-2.4%	-1	755	-11%
CCc1ccc(N2C(=O)CC(N3CCN(c4ccccn4)CC3)C2=O)cc1 (centres undefined)	-7%	-10%	i	0.5	12%	-18%	-2.4%	/	-10	720	3%
COCCNC(=O)c1cc(-c2ccc(OC)c(OC)c2)on1	4%	0%	i	1.6	-6%	20%	0.0%	-2.8%	/	/	3%
CC(c1ccccc1)N1C(=O)CC(Sc2ncccc2C(=O)O)C1=O (centres undefined)	-2%	-5%	/	/	-3%	5%	1.3%	-0.3%	6	709	3%
CCNC(=S)Nc1cc(C(=O)N2CCCC2)ccc1N1CCCC1	0%	2%	i	0.4	2%	-13%	-0.6%	-2.1%	9	649	9%
O=C(NCC1c2ccccc2CCN1C(=O)CN1C(=O)c2ccccc2C1=O)C1CCCCC1 (centres undefined)	1%	-5%	i	0.9	-3%	2%	-2.4%	-1.0%	17	751	5%
CS(=O)(=O)N(Cc1ccccc1Cl)c1ccc(C(=O)N2CCCC2)cc1	-4%	-10%	i	0.4	-5%	8%	-0.3%	/	/	/	13%
CCc1ccccc1NC(=O)CSc1n[nH]c(-c2cccnc2)n1	-4%	-10%	i	0.5	-4%	15%	0.3%	/	-4	809	10%
O=C(O)/C=C\C(=O)Nc1ccc(N2CCN(c3ccc(F)cc3)CC2)cc1	16%	-2%	i	0.5	7%	-6%	4.1%	-7.9%	19	681	-5%
COc1ccc(N2C(=O)CC(Sc3nccc(C)n3)C2=O)cc1 (centres undefined)	1%	-2%	i	1.1	-6%	-10%	0.9%	-4.2%	/	/	-2%
COc1ccc(CCNC(=O)c2cc3c(=O)n4ccccc4nc3n(C3CCCCC3)c2=N)cc1	-2%	-10%	i	1.6	-2%	21%	-0.6%	/	-3	687	-10%
CCNC(=S)/C(=C(/[O-])c1ccc([N+](=O)[O-])cc1)[n+]1ccccc1	0%	-1%	i	0.6	-1%	-27%	-0.5%	/	-14	688	-2%
CCN(CC(=O)Nc1ccccc1C(=O)OC)S(=O)(=O)c1ccccc1	-8%	0%	i	6.6	-1%	2%	-0.1%	-4.5%	-21	771	2%
O=C(NCc1cccc(F)c1)C1CCC(=O)N(C2CCCC2)C1 (centres undefined)	1%	-7%	i	2.9	-3%	?	-0.4%	/	-1	720	6%
Cc1ccc2[nH]c(=O)c(C(c3nnnn3CC3CCCO3)N3CCCc4ccccc43)cc2c1 (centres undefined)	6%	-10%	i	1.1	25%	95%	-3.2%	-2.9%	/	/	4%
Next part
SMILES	SIAH1 antagonists	LYP phosphatase	Myeloid diff MLP	Myeloid diff MLP GFP+ MAC1+ %	NS5 inhibitors	AID2073	HIV fusion peptide	XIAP displacement	Lipid droplet	Lipid droplet cells 6.5 µM	NOD2 inhibition	others
COc1ccc(N2C(=O)N3[C@H](c4ccc(Cl)cc4)[C@@H]4C(=O)N(C5CCCCC5)C(=O)[C@@H]4[C@]3(Cc3ccc(Cl)cc3)C2=O)cc1	-3%	-4%	i	1.3	-7%	37%	-1.1%	/	-4	775	15%
O=C(NC1CC1)c1cc(OCC(F)(F)F)ccc1OCC(F)(F)F	2%	-6%	i	0.0	-1%	-8%	0.9%	0.0%	4	700	-7%
COc1ccccc1N1CCN(Cc2cc(=O)c(OCC(=O)NC(C)C)co2)CC1	0%	-2%	i	0.0	-7%	-4%	3.5%	/	6	729	10%
Cc1ccc(NC(=O)c2cc(S(=O)(=O)N3CCc4ccccc43)cn2C)cc1	18%	2%	i	0.8	3%	12%	0.7%	/	-7	793	22%
O=C(c1cccnc1)N1CCN(CCCc2ccccc2)CC1	13%	-6%	i	2.7	-8%	2%	-2.0%	-3.7%	/	/	8%
CCNC(=S)Nc1cccc(NC(=O)c2ccccc2O)c1	9%	-8%	i	0.4	-4%	45%	-1.4%	/	-3	716	27%
O=S(=O)(Nc1ccc2c3c(cccc13)CC2)c1ccc(F)cc1	-2%	3%	i	1.3	/	6%	3.3%	-4.6%	/	/	16%
Cn1c(N)c(C(=O)COC(=O)CCCOc2ccc(Cl)cc2Cl)c(=O)n(C)c1=O	3%	0%	i	0.2	0%	-10%	1.0%	-2.0%	-1	664	5%
N/C(CC(=O)Nc1ccc(F)cc1)=N\O	-3%	-7%	i	0.5	-1%	3%	-2.0%	0.2%	-18	678	15%
CC(C)C(=O)Nc1nnc(CSCc2ccccc2F)s1	0%	-8%	i	0.8	4%	-5%	-0.7%	-12%	7	763	24%
COc1ccccc1-c1ccc(SCc2ccccc2)nn1	-2%	0%	i	0.8	-8%	-6%	0.6%	-6.4%	-11	662	-30%
CC(=O)C(C(C)=O)C(c1ccccc1)c1nc2ccccc2[nH]c1=O (centres undefined)	11%	-3%	i	0.2	3%	10%	0.5%	/	12	883	-8%
CC(C)c1ccc(-c2nn(-c3ccccc3)cc2C2C(C#N)=C(N)OC3=C2C(=O)CC(C)(C)C3)cc1 (centres undefined)	3%	7%	i	0.3	-12%	12%	4.5%	-1.1%	/	/	-14%
Cc1ccc(C(=O)NCCC(=O)Nc2ccccc2C)cc1	3%	-5%	i	0.2	-2%	-5%	-0.3%	/	-10	845	-2%	NS5 inhibitors pilot replicate=-0.9
COc1ccc2cc(C3OCCO3)c(Cl)nc2c1	-3%	-4%	i	0.1	-8%	5%	0.2%	-4.0%	3	721	-96%
CCn1cc(C(=O)NCc2ccc(OC)cc2)c(=O)c2ccc(C)nc21	-2%	-4%	i	0.1	2%	8%	0.3%	/	-11	764	10%
CC(C)CCNC(=O)[C@H](CC(C)C)NC(=O)[C@H]1O[C@@H]1C(=O)O	-1%	-5%	/	/	/	1%	2.7%	-6.3%	-9	696	0%
CCOC(=O)c1sc(NC(=O)CSC(=S)N2CCOCC2)nc1C	-1%	-6%	i	0.4	2%	-10%	-0.8%	/	31	781	-14%
COc1cc(C(C[N+](=O)[O-])c2c(C)cc3ccccn23)ccc1O (centres undefined)	-1%	-9%	i	1.0	-14%	-8%	16%	/	-14	825	12%
C=CCN1C(=O)C(Cc2ccccc2)S/C1=N/N=C/c1cccs1 (centres undefined)	5%	-1%	i	0.5	4%	12%	0.4%	-0.7%	8	805	10%
CCCn1c(-c2cc(OC)c(OC)c(OC)c2)nc2c1c(=O)[nH]c(=O)n2Cc1ccccc1	-3%	-1%	i	0.4	-1%	9%	0.6%	/	10	813	10%
CCCCN1C(=S)NC[C@@H]1C(C)CC (some centres undefined)	1%	-7%	i	0.7	4%	-6%	1.7%	-6.4%	-2	634	-7%
COC(=O)c1ccc(COC(=O)c2nn(C)c(=O)c3ccccc23)cc1	1%	2%	i	0.8	-12%	0%	0.5%	-8.6%	0	635	-21%
C=CCn1c(-c2c[nH]c3ccccc23)n[nH]c1=S	-2%	-13%	i	0.1	-3%	-1%	0.7%	-2.4%	/	/	-10%
Cc1ccc(S(=O)(=O)NCC[C@@]2(C)C3CCC2(C)C(=O)C3)cc1 (some centres undefined)	-7%	-4%	i	0.6	-6%	-6%	-1.2%	/	-1	762	3%

Compounds from the list above that have a nitro group on carbon (2):
SMILES	SIAH1 antagonists	LYP phosphatase	Myeloid diff MLP	Myeloid diff MLP GFP+ MAC1+ %	NS5 inhibitors	AID2073	HIV fusion peptide	XIAP displacement	Lipid droplet	Lipid droplet cells 6.5 µM	NOD2 inhibition	others
CCNC(=S)/C(=C(/[O-])c1ccc([N+](=O)[O-])cc1)[n+]1ccccc1	0%	-1%	i	0.6	-1%	-27%	-0.5%	/	-14	688	-2%
COc1cc(C(C[N+](=O)[O-])c2c(C)cc3ccccn23)ccc1O (centres undefined)	-1%	-9%	i	1.0	-14%	-8%	16%	/	-14	825	12%

Continued:
SMILES	SIAH1 antagonists	LYP phosphatase	Myeloid diff MLP	Myeloid diff MLP GFP+ MAC1+ %	NS5 inhibitors	AID2073	HIV fusion peptide	XIAP displacement	Lipid droplet	Lipid droplet cells 6.5 µM	NOD2 inhibition	others
COc1ccc2c(c1)c(CC(=O)OCC(=O)N(C)C)c(C)n2C(=O)c1ccc(Cl)cc1	-4%	1%	/	/	4%	4%	0.7%	/	-25	790	-2%
COc1cccc(-n2nnc3c(=O)n(CC(=O)NC4CCCC4)cnc32)c1	1%	2%	i	1.4	2%	10%	1.6%	-1.2%	/	/	-12%
Cc1cccc(C(=O)Nc2ccc(C(=O)N/N=C/c3ccc(C)o3)cc2)c1	-1%	-3%	?	/	-7%	8%	-2.2%	/	9	779	11%
COc1ccc(-n2c(C)nc3c(cnn3-c3ccc(C)c(C)c3)c2=O)cc1	0%	3%	i	3.3	1%	9%	0.1%	-3.2%	/	/	-2%
O=C(NNS(=O)(=O)c1ccccc1F)c1ccccc1-n1cccc1	0%	-13%	i	1.0	-5%	1%	-1.2%	/	2	894	4%
CCOc1ccc(N(CC(=O)NC2CCC(C)CC2)S(=O)(=O)c2c(C)noc2C)cc1 (centres undefined)	-2%	-8%	i	0.8	-2%	13%	-0.3%	/	-4	685	-4%
